High-throughput results as filed in PubChem BioAssay.
MEKK3 PB1 HTS: MEKK3-MEK5 PB1 interaction, increase or decrease | binding response (% of control), % at 10 µM | 1.4% of 290,000 active | Q99759 | bead-based flow cytometry, Alexa488-MEK5 binding to MEKK3; actives lie on both sides; 0 = blocked by unlabeled MEK5, 100 = vehicle;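 active = binding response more than 3 SD above or below the average of its plate-row segment, actives on both sides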;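 note: Alexa488 bead fluorescence after subtracting the streptavidin-only scavenger bead signal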
Target sequence (Q99759 whole entry, looked up): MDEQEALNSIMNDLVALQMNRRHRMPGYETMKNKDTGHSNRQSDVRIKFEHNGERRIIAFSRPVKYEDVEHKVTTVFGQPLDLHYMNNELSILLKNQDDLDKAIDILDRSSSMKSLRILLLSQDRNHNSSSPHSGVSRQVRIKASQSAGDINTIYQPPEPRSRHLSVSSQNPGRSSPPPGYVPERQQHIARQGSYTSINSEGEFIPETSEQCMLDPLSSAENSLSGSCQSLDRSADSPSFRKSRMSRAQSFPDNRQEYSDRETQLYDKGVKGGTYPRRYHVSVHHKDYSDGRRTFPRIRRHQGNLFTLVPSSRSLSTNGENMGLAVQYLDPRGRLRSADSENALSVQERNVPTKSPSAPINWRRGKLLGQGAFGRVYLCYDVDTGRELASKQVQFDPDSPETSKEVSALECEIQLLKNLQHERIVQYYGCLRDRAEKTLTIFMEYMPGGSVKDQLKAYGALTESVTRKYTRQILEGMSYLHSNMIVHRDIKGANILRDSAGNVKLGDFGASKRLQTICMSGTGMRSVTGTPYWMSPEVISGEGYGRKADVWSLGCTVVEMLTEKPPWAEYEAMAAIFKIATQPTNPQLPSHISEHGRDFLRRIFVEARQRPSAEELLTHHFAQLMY
GalR3 antagonist: antagonists of human GalR3. O60755. AID 651719. HEK293 GalR3-CNG cAMP membrane potential fluorescence; galR3 body fused to GalR1 C-terminus. 0.44% of 360,000 active. inhibition, % at 3 µM;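 active = inhibition above the screen-wide average plus 3 SD, cut at about 13% in these data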;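 note: forskolin and galanin both at EC90 stimulate the cells; cAMP rise reported by CNG channel membrane potential dye signal; 0% = forskolin plus galanin with DMSO and 100% = forskolin alone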
Target sequence (O60755 1-299 limits assumed): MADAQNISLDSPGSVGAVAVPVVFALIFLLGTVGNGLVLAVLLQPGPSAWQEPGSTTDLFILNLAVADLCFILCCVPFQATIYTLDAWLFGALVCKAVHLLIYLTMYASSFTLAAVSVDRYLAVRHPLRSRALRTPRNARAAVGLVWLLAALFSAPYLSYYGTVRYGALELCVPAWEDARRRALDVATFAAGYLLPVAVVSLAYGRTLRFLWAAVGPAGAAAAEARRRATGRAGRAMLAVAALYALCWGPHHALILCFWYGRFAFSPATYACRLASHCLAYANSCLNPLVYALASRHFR
CRFBP-R2 block: CRF-BP/CRF-R2 complex antagonism; inhibition, % at 11.8 µM; HEK293 CRF-R2/CRF-BP, CRF-induced calcium fluorescence; 0.59% of 350,000 active; AID 588475;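 active = inhibition of the ligand-induced calcium signal above about 50% at the single tested concentration, limit read from the data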
MEKK2wt PB1 HTS: raises or lowers MEK5 binding to wildtype human MEKK2 PB1 domain | bead flow cytometry, Alexa488-MEK5 binding to MEKK2 WT; actives lie on both sides | binding response (% of control), % at 10 µM | 1.1% of 290,000 active; in the data active = binding response below about 67% or above about 130%
MEKK2 mut-MEK5: signal of MEK5 binding to mutant human MEKK2 PB1 domain; bead flow cytometry, Alexa488-MEK5 binding to MEKK2 mutant; percent response, % at 10 µM; 0.35% of 290,000 active; AID 1530; in the data active = percent response above about 24%, passing the limit was not always enough; note: inactives centre near 1; some results filed as inactive read as strong as hits
DNA FID counter: displaces DNA intercalator in HCV helicase counter-screen; inhibition, % at 7.9 µM; DNA fluorescent intercalator displacement, fluorescence; 0.17% of 290,000 active; AID 1845; in the data active = inhibition above about 37%;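 note: 0% = vehicle and 100% = reference compound; higher means more ethidium bromide displaced from hairpin DNA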
SUMO HTRF inh: blocks human SUMOylation mediated by UBC9 | P63279 | HTRF SUMOylation assay, SAE1/SAE2 + UBC9, in vitro | inhibition, % at 35 µM | 0.36% of 290,000 active | AID 2006; in the data active = inhibition above about 50%, passing the limit was not always enough; note: strong numbers were not always called active
NS3 helicase inh: HCV NS3 helicase inhibition; NS3 helicase DNA unwinding, Cy5 molecular beacon fluorescence; inhibition, % at 10.9 µM; 0.56% of 290,000 active;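 active = inhibition above the mean of all tested compounds plus 3 SD, set per campaign, cut at about 35% in these data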;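 note: 0% = DMSO wells and 100% = thioflavine S control wells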
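Compound dosing – single dose, 10.9 µM nominal final, DMSO 0.8% final · System – NS3 helicase fragment of HCV · Buffer or medium – MOPS pH 6.5, MgCl2, DTT, Tween20, BSA · Signal – Cy5 beacon fluorescence read at start and 1 h · Also added – annealed dual-labelled DNA beacon duplex, ATP-started · Schedule – 1 h at 25 °C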
CRFBP-R2 agonist: CRF-BP/CRF-R2 complex agonism | activation, % at 13.2 µM | AID 588473 | HEK293 CRF-R2/CRF-BP, calcium dye fluorescence (FLIPR); percent of saturating CRF peptide response | 0.46% of 350,000 active;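 active = activation of at least 50%, plus an integration ratio under a set limit after plate pattern correction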;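 note: plate controls were neutral control wells without compound for no effect and CRF at EC100 for full effect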
Active calls of the source: *; nt = no result given; [ ] = remark or other dose. These rows are one share of the data, so the mix of outcomes need not match the whole.

SMILES	MEKK3 PB1 HTS	GalR3 antagonist	CRFBP-R2 block	MEKK2wt PB1 HTS	MEKK2 mut-MEK5	DNA FID counter	SUMO HTRF inh	NS3 helicase inh	CRFBP-R2 agonist
O=C(CSc1nnc(COc2ccc(Cl)cc2)o1)N1CCCCC1	100	-7	3	98	-2	-29	2	2	-0.8
O=C1C=CC[C@H](/C=C/C[C@@H](O)C[C@H](O)CCc2ccccc2)O1	106	nt	-2	103	3	nt	nt	nt	-1.4
CS(=O)(=O)N1CCN(c2ccc(C(=O)N3CCOCC3)cc2[N+](=O)[O-])CC1	103	-5	7	102	1	0	7	-5	-1.2
CC(C1CC1)N(Cc1ccccc1)C(=S)Nc1ccccc1 (centres undefined)	99	-5	-10	95	-4	-11	-1	0	27
CCN(CC)CCSc1nc2ccccc2n1Cc1ccccc1	108	-13	-20	114	6	17	23	-27	2.8
COc1ccccc1CN(CC(=O)NCc1ccco1)C(=O)CNS(=O)(=O)c1ccccc1	100	3	-9	102	13	-26	29	6	-0.8
C=CCOc1ccc(C(c2c(C(=O)O)[nH]c3ccccc23)c2c(C(=O)O)[nH]c3ccccc23)cc1	102	-11	12	99	2	-7	4	30	3.0
Cc1cc(C(=O)CSc2nnnn2-c2ccc(O)cc2)c(C)n1Cc1ccc2c(c1)OCO2	109	-4	23	96	0	-12	20	3	-2.8
O=C(CCNS(=O)(=O)c1ccc(Br)cc1)NCCc1ccc(Cl)cc1	100	-2	-12	103	3	-36	3	-8	-0.6
CC1CCN(C(=O)CCc2ccc(S(=O)(=O)NC(C)C)cc2)CC1	110	-13	20	105	4	-16	11	0	-3.1

7 compounds picked at random from the list so far:
SMILES	MEKK3 PB1 HTS	GalR3 antagonist	CRFBP-R2 block	MEKK2wt PB1 HTS	MEKK2 mut-MEK5	DNA FID counter	SUMO HTRF inh	NS3 helicase inh	CRFBP-R2 agonist
CC1CCN(C(=O)CCc2ccc(S(=O)(=O)NC(C)C)cc2)CC1	110	-13	20	105	4	-16	11	0	-3.1
Cc1cc(C(=O)CSc2nnnn2-c2ccc(O)cc2)c(C)n1Cc1ccc2c(c1)OCO2	109	-4	23	96	0	-12	20	3	-2.8
CC(C1CC1)N(Cc1ccccc1)C(=S)Nc1ccccc1 (centres undefined)	99	-5	-10	95	-4	-11	-1	0	27
COc1ccccc1CN(CC(=O)NCc1ccco1)C(=O)CNS(=O)(=O)c1ccccc1	100	3	-9	102	13	-26	29	6	-0.8
O=C1C=CC[C@H](/C=C/C[C@@H](O)C[C@H](O)CCc2ccccc2)O1	106	nt	-2	103	3	nt	nt	nt	-1.4
O=C(CCNS(=O)(=O)c1ccc(Br)cc1)NCCc1ccc(Cl)cc1	100	-2	-12	103	3	-36	3	-8	-0.6
O=C(CSc1nnc(COc2ccc(Cl)cc2)o1)N1CCCCC1	100	-7	3	98	-2	-29	2	2	-0.8

Next part:
SMILES	MEKK3 PB1 HTS	GalR3 antagonist	CRFBP-R2 block	MEKK2wt PB1 HTS	MEKK2 mut-MEK5	DNA FID counter	SUMO HTRF inh	NS3 helicase inh	CRFBP-R2 agonist
CCC(C)Sc1nnc(CNS(=O)(=O)c2ccc(F)cc2)n1C (centres undefined)	103	-2	-2	101	2	-6	4	-1	-2.6
CCCCn1c(=O)c(CCC(=O)OCC(=O)Nc2cc(Cl)ccc2OC)nc2ccccc21	98	-4	-2	95	-2	-5	16	-13	1.3
Cc1n[nH]c(=O)nc1N1CCN(c2ccccc2)CC1	95	1	13	99	-2	-1	-2	1	-1.1
COC(=O)CSc1nccc(-c2ccc(F)cc2)c1C#N	102	-5	6	102	0	-8	22	-8	-0.7
CCOC(=O)/C(C#N)=C1/SC(CC)C(=O)N1c1ccc(Br)cc1 (centres undefined)	102	-5	5	94	-1	-17	13	4	0.4
C=CCN1c2ccccc2[C@]23C[C@@H](C(=O)OC)N(C(=O)c4ccco4)C2=NC(C(=O)OC)=C(C(=O)OC)[C@H]13	128*	-5	-6	145*	2	nt	6	nt	-1.3
O=C(O)c1cccc(CSc2nnc(-c3ccc(Cl)cc3)o2)c1	106	-4	13	103	5	-47	17	21	-1.9
CNCc1c(OCc2ccccc2F)ccc2ccccc12	103	-13	-9	118	13	23	-13	-22	-1.2
CCOc1ccccc1/C=C(/C#N)C(N)=O	95	-9	-20	96	1	-5	9	1	0.5
CC(=O)c1ccc(S(=O)(=O)N2CCCC(N(C)CCc3ccccc3)C2)cc1 (centres undefined)	98	-2	6	101	2	1	9	-6	-0.4
O=C(c1cc2ccccc2o1)c1nc2c(n1O)CCCCC2	103	-2	6	106	2	-9	21	3	-2.1
Cc1ccc(-c2nn(-c3ccccc3)cc2/C=N/O)cc1	104	-10	-6	105	3	-11	10	-14	-0.7
CCOCCCNC(=S)Nc1cc(C)cc(C)c1	141*	0	4	116	1	-5	12	5	-4.2
COc1ccc(-c2noc3c2-c2nc(-c4cccc(C)c4)sc2CC3)cc1	102	-3	7	96	-9	-20	1	-4	0.3
O=C(Oc1ccccc1)N1CCOCC1	102	-6	-7	108	7	2	-14	2	0.1
Cc1cccc(NC(=O)CSc2nc3ccccc3o2)c1	109	-4	12	102	3	0	-3	-4	0.4
Clc1cc(Cl)c(OCCCCn2cncn2)c(Cl)c1	98	-7	9	99	4	-8	-11	2	-2.5
COC(=O)c1cc(OC)c(OC)cc1NC(=O)Nc1ccccc1OC	104	-3	9	100	-1	-7	16	-2	1.9
COc1nc(N(C)C)nc(N(C#N)S(=O)(=O)c2ccc(C)cc2)n1	112	-10	20	111	3	4	24	1	-1.9
COC(=O)[C@@H](NC(=O)Nc1ccc(S(N)(=O)=O)cc1)C(C)C	100	0	1	92	-5	7	11	1	-0.4

Looked up above:
COc1nc(N(C)C)nc(N(C#N)S(=O)(=O)c2ccc(C)cc2)n1 | MEKK2wt PB1 HTS: 111
COC(=O)c1cc(OC)c(OC)cc1NC(=O)Nc1ccccc1OC | SUMO HTRF inh: 16

Further results follow:
SMILES	MEKK3 PB1 HTS	GalR3 antagonist	CRFBP-R2 block	MEKK2wt PB1 HTS	MEKK2 mut-MEK5	DNA FID counter	SUMO HTRF inh	NS3 helicase inh	CRFBP-R2 agonist
O=C(NCc1cccnc1)c1ccc(COc2ccc3c(c2)CCC3)o1	102	-5	11	101	0	-25	-5	-6	-9.9
CCCCCn1c(=O)c2ccccc2n2c(CCl)nnc12	107	-4	12	94	3	-7	19	-3	-1.3
CCN(CC)c1ccc(S(=O)(=O)Nc2cc(Cl)ccc2Cl)cc1NC(=S)NC(=O)C1CCCC1	98	-4	24	97	-1	-33	32	58*	2.8
CCC(=O)N(CCC(c1ccco1)c1ccccc1OC)Cc1cccs1 (centres undefined)	99	-3	29	95	-3	-30	7	12	0.7
O=c1c2ccccc2nc(-c2cccc(Cl)c2)n1O	93	0	-3	95	-3	-1	6	1	1.1
O=[N+]([O-])c1cccc(/C=C/c2nc[nH]c2[N+](=O)[O-])c1	96	-4	2	97	0	5	-16	5	-0.3
CC(C)(C)C1CCc2onc(C(=O)Nc3ccc(F)cc3F)c2C1 (centres undefined)	96	-6	-95	92	-4	0	-11	0	4.6
Cn1c(CNS(=O)(=O)c2ccc(Cl)cc2)n[nH]c1=S	101	0	-3	100	-1	-1	-28	3	-0.2
Cc1cc2oc(=O)cc(CN3CCN(Cc4ccccc4)CC3)c2cc1C	101	-8	7	103	-3	-3	2	-15	-2.0
COc1cc(CN2CCSCC2)cc(OC)c1OC	99	-5	6	94	1	5	4	4	-1.8
O=C(Cc1ccccc1)Nc1ccc(NC(=O)c2cccc(Cl)c2)cc1	105	3	-10	100	29	-1	27	-6	-0.6
C=C(C)CSc1nc2sc3c(c2c(=O)n1-c1ccc(C)cc1)CCN(C)C3	100	-4	28	108	5	-8	6	-35	1.3
CCc1cccc(OCC(=O)Nc2cc(S(=O)(=O)N3CCOCC3)ccc2N2CCCC2)c1	101	1	6	105	5	-43	-11	-18	0.0
Cc1cc(C)cc(NC(=S)N(CCN(C)C)C(C)c2cccnc2)c1 (centres undefined)	86	-6	-2	88	-10	3	4	-4	-4.2
Cc1cccc(NC(=O)NNC(=O)c2c(Cl)c(C)nn2C)c1	91	4	14	97	-2	-5	-7	-7	-0.5
O=C(COc1ccc(CO)cc1Cl)Nc1ccc(F)cc1	99	0	-3	98	-2	-3	11	-2	-1.0
COc1cc(NC(=O)c2ccnc(N)c2)cc(C(=O)Nc2cccc(C(F)(F)F)c2)c1	88	-7	4	87	2	nt	9	nt	2.3
Cc1cc(OCC(=O)c2ccc(F)cc2)ccc1N1C(=O)CCC1=O	93	6	-7	91	-7	-5	4	-3	0.9
Cc1ccc2nnnc(-c3ccccc3)c2c1	88	-1	15	54*[inhibitor]	-9	-9	10	3	-2.3
COc1ccc(C(=O)O)cc1S(=O)(=O)Nc1cccc(C(F)(F)F)c1	100	-1	25	98	-1	-6	-12	-15	0.4
COC(=O)C(Cc1ccccc1)NC(=O)C(CC(C)C)NC(=O)OC(C)(C)C (centres undefined)	93	-8	13	92	-3	-35	-3	-6	-2.7
COC(=O)c1ccc(N=Nc2c(C)[nH]n(-c3ccccc3)c2=O)cc1	110	-7	17	110	5	-6	9	-3	1.1
O=C(CSc1nnc2scc(-c3ccccc3)n12)N1CCN(Cc2ccccc2)CC1	103	-6	7	105	10	-25	0	-3	-2.8
CC(=O)NC(=S)Nc1ccc(NC(=S)NC(=O)c2cccs2)cc1	102	0	-12	101	0	-5	6	2	-0.4
Cc1cc(C)n(C(=O)CNC(=O)c2cccs2)n1	103	-1	-3	111	8	2	12	2	-1.1
CCCOP(=O)(c1ccc(N(C)C)cc1)C(O)c1c(Cl)cccc1Cl (centres undefined)	107	2	8	107	4	-38	21	-13	-1.3
CCOc1ccc(Cc2n[nH]c(=S)n2Cc2ccccc2)cc1	116	-1	0	103	-5	-24	-1	10	-0.3
CCOc1ccccc1CNC(=O)c1ccc2nc(N3CCOCC3)sc2c1	103	5	13	108	4	-58	3	-14	-1.9
COc1ccc(-n2nnnc2SCC(=O)Nc2ccc(OC)cc2OC)cc1	100	-8	19	102	1	-16	18	-2	-2.9
Nc1ncnc2nc(Sc3ccc(Cl)cc3)[nH]c12	101	-1	-11	100	1	-4	21	0	-0.6
COc1ccc(CC(=O)Nc2ccc(-c3nc4cc(C)ccc4o3)c(O)c2)cc1OC	nt	5	-5	nt	nt	1	26	0	-0.9
Cc1c(O)c(CN2CCCCC2)cc2c1oc(=O)c1ccccc12	106	-5	59*	114	5	2	8	-3	7.2
